Screens from PubChem.
WT yeast gro inh – growth inhibition of WT yeast, mitochondrial fusion screen; 190,000 tested, 2.1% active; mitochondrial fusion phenotypic screen, WT strain; AID 1362; inhibition, % at 10 µM; in the data active means inhibition above about 58%; tested in S. cerevisiae
M17LAP inhibition – P. falciparum M17LAP inhibitors, primary screen, biochemical, fluorogenic H-Leu-NHMec substrate, 1536-well (AID 1619); one-dose inhibition, % at 30 µM; IC50 in µM for titrated hits; recombinant M17LAP, H-Leu-NHMec fluorogenic kinetic assay; higher % means a stronger effect; 220,000 tested, 0.38% active;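 active means compound inhibiting the enzyme by more than half at any dose during confirmatory dose-response retesting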;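 further: plate controls were full reaction with DMSO carrier for no effect and no enzyme background for full effect; strong numbers were not always called active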
b-catenin transl – modulators of beta-catenin nuclear translocation | nuclear translocation activity, % at 5 µM | AID 1665 | 190,000 tested, 0.3% active | HeLa beta-catenin nuclear translocation, immunofluorescence imaging;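 active means nuclear translocation activity above 50% at 5 µM, with a well cell count of 50 or more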;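 further: per-cell ratio of nuclear to cytoplasmic median beta-catenin stain intensity; plate controls were DMSO negative control for no effect and GSK-3 inhibitor IX positive control for full effect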
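test system = HeLa cells, endogenous beta-catenin | dosing = single 5 µM dose plus 0.02–20 µM confirmation series | times = compound treatment 24 h, 37°C, 5% CO2 | technique = beta-catenin immunofluorescence imaging with DAPI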
MT stabilizer – microtubule stabilizers in HeLa cells. HeLa tubulin immunostaining HCS, 24 h; share of cells brighter than vehicle mean+2SD. AID 2205. 200,000 tested, 0.83% active. % tubulin-high responders, % at 10 µM;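 active means plate Z-score above 3 for both tubulin-high and condensed-nucleus cell shares, with cell loss under 80%, at 10 µM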;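 further: anti alpha tubulin signal scored within the nucleus-defined area of each cell; some results filed as inactive read as strong as hits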
M1AAP inhibition – P. falciparum M1AAP inhibitors, biochemical, fluorogenic H-Leu-NHMec substrate, 1536-well (AID 1445). recombinant M1AAP, H-Leu-NHMec fluorogenic kinetic assay; higher % means a stronger effect. inhibition, % at 30 µM; hits with a dose series show IC50 in µM. 220,000 tested, 0.42% active;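 active means primary inhibition above the hit cutoff, then over 50% inhibition at one or more dose response concentrations, cut at about 23% in these data, passing the limit was not always enough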;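 further: plate controls were DMSO full reaction for no effect and no enzyme background for full effect; strong numbers were not always called active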
T cell modulator – T cell immune modulation candidate | 2C CD8+ T cell-vesicle binding, flow cytometry; hits give low values | calls only at 7 µM | 330,000 tested, 0.068% active | AID 2052;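 active means response, share of CD8 T cells binding vesicles, and their 90th percentile fluorescence all below set limits, cut at about 80% in these data, passing the limit was not always enough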
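Assay system – 2C mouse CD8+ T cells · Also added – QL9-loaded Drosophila micro-vesicles · Timing – Cell–vesicle co-incubation 1.5 h at 37 °C, staining 20 min on ice · Signal – flow cytometry of vesicle-bound cells · Measure – percent CD8+ FL2 mean versus row control · Controls – Peptide-free naked vesicles (low) and QL9 vesicles with 0.7% DMSO vehicle (high)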
Dynein transport – dynein cargo transport inhibition; 3617.4 mouse cells, GR-EGFP nuclear translocation imaging; test concentration mostly 20 µM; stimulated with dexamethasone, 1 µM; hits give low values; z-score, hits read low; 220,000 tested, 0.47% active; AID 1381;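 active means plate z-score of nuclear minus cytoplasmic receptor signal below a set negative limit, without overly bright fluorescence or cell loss, cut at about -3.5 in these data, passing the limit was not always enough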;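 further: z-score of nuclear minus cytoplasmic ring GR-EGFP intensity difference per well; some compounds called inactive have numbers as strong as hits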
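Schedule: 48 h induction, then 1 h compound, then 30 min agonist, 37 °C. Buffer or medium: tetracycline-free induction medium containing charcoal-stripped FBS. Reagent: 1.0 µM final dexamethasone stimulus. Evaluation: nuclear versus cytoplasmic GR-EGFP signal, averaged per well. Signal: high-content fluorescence imaging after fixation.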
Autophagy HCS – alters autophagy in cells; 190,000 tested, 0.98% active; MEF GFP-LC3 puncta imaging; test concentration mostly 10 µM; AID 463193; calls only at 10 µM (by protocol);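 active means percentage of spot-positive cells more than 3 SD above its plate mean, without a fluorescence outlier flag or 80% toxicity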;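 further: spot-positive cell cutoff set from DMSO-treated cells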
Yfh1-off respiration – enhancers of respiration in Yfh1-depleted yeast, dose response, Friedreich's ataxia, plus single-dose screen (AID 1465) | S. cerevisiae Yfh1-off respiration, WST-1 reduction, 72 h; higher fold induction means a stronger effect | fold induction at 50 µM, or EC50 in µM where a hit was titrated | 220,000 tested, 0.074% active;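 active means fold induction of absorbance versus untreated yeast above a set limit, then at least 30% activation at any dose in follow-up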;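 further: activators that raise dye reduction in frataxin-depleted yeast; strong numbers were not always called active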
WT yeast gro inh mutant strain – second read-out of WT yeast gro inh, no call of its own (marks repeat the call); inhibition, %; mitochondrial fusion phenotypic screen, mutant strain inhibition
Dynein transport cytoplasmic EGFP – also measured in Dynein transport; calls as there; z-score; measured here: cytoplasmic GR-EGFP intensity; hits give high values
Dynein transport nuclear GR-EGFP – recorded beside Dynein transport, whose call it bears; z-score; measured here: nuclear GR-EGFP intensity;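 lower value marks the stronger effect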
Dynein transport cell count – further read-out of Dynein transport, marked with its call; z-score; measured here: cell count per field
b-catenin transl cell count 5 µM – second read-out of b-catenin transl, no call of its own (marks repeat the call); cell count; measured here: cell count, cytotoxicity flag
T cell modulator vesicle-bound % – second read-out of T cell modulator, no call of its own (marks repeat the call); double positive events, %; measured here: CD8+ vesicle-bound cell fraction;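 binding gate set so that unloaded-vesicle control wells show 10% double positive cells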
MT stabilizer Hoechst-high % – further read-out of MT stabilizer, marked with its call; % Hoechst-high responders; measured here: nuclear condensation Hoechst responders;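 share of cells brighter than vehicle mean plus two SD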
MT stabilizer cytotoxicity % – second read-out of MT stabilizer, no call of its own (marks repeat the call); toxicity, %; measured here: cytotoxicity by cell density;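 0% = mean cell density of plate MIN control wells and 100% = no cells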
Autophagy HCS cell loss 18 h – also measured in Autophagy HCS; calls as there; toxicity, %; measured here: cell loss, nuclei count;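 cell loss after 18 h compound exposure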
* = called active by the depositor; i = inactive; . = not tested or not shown.

#	SMILES	WT yeast gro inh	WT yeast gro inh mutant strain	M17LAP inhibition	b-catenin transl	b-catenin transl cell count 5 µM	MT stabilizer	MT stabilizer Hoechst-high %	MT stabilizer cytotoxicity %	M1AAP inhibition	T cell modulator	T cell modulator vesicle-bound %	Dynein transport	Dynein transport cytoplasmic EGFP	Dynein transport nuclear GR-EGFP	Dynein transport cell count	Autophagy HCS	Autophagy HCS cell loss 18 h	Yfh1-off respiration
1	O=C(N/N=C/c1ccc(Sc2ccccn2)o1)c1cc2ccccc2cc1O	-2	0	-6%	0.1	1031	2.8	1.4	4.1	33%	i	10	-0.31	-0.16	-0.32	-0.35	i	-31	i
2	Clc1ccc(CSc2nccn2Cc2ccccc2)cc1	11	-9	-3%	-0.6	1434	1.5	1.0	8.5	6%	i	27	-0.59	-0.22	-0.44	0.53	i	-4	i
3	Cc1ccc(NC(=O)COC(=O)[C@H](C)N2C(=O)C3CC=CCC3C2=O)cc1S(=O)(=O)N(C)C (stereo partly specified)	0	-11	1%	-1.6	1118	3.4	2.4	8.4	0%	i	44	1.3	0.13	1.6	-2	i	-11	i
4	O=C(N/C=C\c1ccccc1)NCc1ccc(Cl)cc1	8	-1	15%	1.2	1414	1.0	1.3	5.1	5%	i	55	0.029	0.24	-0.11	0.004	i	-4	i
5	Cc1ccnc(NC(=O)COc2c(C)cc(C)cc2[N+](=O)[O-])c1	0	14	9%	.	.	4.6	2.9	4.5	2%	i	48	-0.68	-0.2	-0.62	0.41	i	-3	i
6	Cc1cccc(-c2noc(CN(C(=O)C(c3ccccc3)c3ccccc3)C(C)C)n2)c1	28	8	-3%	.	.	2.4	1.7	9.0	0%	i	15	0.19	-0.04	0.23	-0.75	i	9	i
7	CCn1c(SCC(=O)C(C)(C)C)nnc1-c1ccccn1	-3	0	4%	.	.	2.8	2.6	9.0	-2%	i	21	0.4	-0.24	0.27	-0.86	i	-4	i
8	CCC(C)OC(=O)n1ccc(C(=O)Nc2nccs2)n1 (stereo unspecified)	0	-8	-3%	-3.2	508	2.3	1.4	7.1	-1%	i	25	-0.099	-0.12	-0.68	-0.3	i	-1	i
9	O=C(NC1CCCCCC1)c1cc2n(n1)C(C(F)(F)F)CC(c1ccco1)N2 (stereo unspecified)	-7	-16	5%	-1.9	1212	2.4	1.8	14	13%	i	5	1.7	-0.23	0.54	-0.1	i	0	i
10	CN=C1CC(C)(C)CC(=O)/C1=C(/O)CCC(=O)NC	-9	-7	-2%	5.0	444	3.6	2.3	5.5	-4%	i	61	-0.43	-0.28	-0.057	-0.29	i	-8	i
11	Cc1cc(NC(=O)CSc2nc(C(C)(C)C)nc3ccccc23)no1	1	-10	-16%	11	913	14*	14*	26*	2%	i	30	-0.066	-0.34	0.16	0.79	i	8	i
12	N#C/C(C(=O)N1CCOCC1)=C1/SC(Cc2ccc(F)cc2)C(=O)N1c1ccccc1 (stereo unspecified)	2	-15	1%	-4.5	603	4.0	3.3	6.7	2%	i	26	0.88	-0.04	2	-1.7	i	-4	i
13	Cc1ccccc1OCCCn1c(=O)sc2ccccc21	31	24	6%	-0.9	1392	2.3	1.4	6.0	5%	i	65	-0.53	-0.15	-0.00048	-0.6	i	-1	i
14	c1ccc2sc(NC3=NCN(Cc4ccc5c(c4)OCO5)CN3)nc2c1	42	36	-4%	0.3	1142	2.9	1.3	2.8	5%	i	11	-1	-0.25	-0.38	-0.22	i	-8	i
15	CC(C)(C)n1nc2c(c1NC(=O)COc1ccc3ccccc3c1)CS(=O)(=O)C2	.	.	7%	.	.	3.0	2.2	1.4	8%	i	19	-0.69	-0.28	-0.41	1.5	i	-6	i
16	COc1cccc(-n2nnc3c(=O)n(CC(=O)NC4CCCC4)cnc32)c1	6	8	-10%	-1.7	1393	5.7	1.8	3.6	-3%	i	11	1.5	-0.32	1.1	-1.3	i	-19	i
17	CCc1ccc(N=c2c([N+](=O)[O-])nn(-c3ccccc3)n2O)cc1	28	21	1%	1.2	1203	1.2	0.6	5.5	0%	i	28	-0.59	-0.12	-0.19	0.96	i	2	i
18	COc1ccc(CCC(=O)N2CCc3ccccc32)cc1	9	-3	3%	-1.5	1198	3.6	3.1	5.8	1%	i	29	0.69	-0.23	0.37	0.14	i	-7	i
19	O=C(Nc1ccc(S(=O)(=O)N2CCCCC2)cc1)c1cnccn1	.	.	0%	0.4	1186	2.8	2.9	5.3	11%	i	36	-0.36	-0.18	-0.022	0.7	i	-4	i
20	CCc1cccc2c(=O)c(C(=O)NCCN3CCOCC3)c[nH]c12	12	18	-2%	.	.	3.4	1.8	7.9	3%	i	52	0.3	-0.21	-0.55	0.37	i	-10	i
21	O=C(C[n+]1cc2ccccc2c2ccccc21)c1ccccc1	14	5	39%	-0.3	1090	1.5	1.6	4.8	4%	i	6	-0.4	-0.29	-0.13	-0.0076	i	1	i
22	COc1ccccc1N1CCN(C(=O)/C=C/c2cccs2)CC1	-2	-3	6%	-4.0	432	1.6	2.3	6.5	7%	i	56	0.49	-0.15	0.73	-1.1	i	6	i
23	Cc1ccc2nc(-c3ccccn3)cc(C(=O)Nc3ccc4c(c3)OCO4)c2c1	-1	3	-5%	2.0	1478	3.8	2.1	5.8	-4%	i	56	0.59	-0.26	0.59	-0.57	i	13	i
24	S=C(Nc1cc(Cl)ccc1Cl)Nn1cnnc1	.	.	1%	-0.7	1359	.	.	.	2%	i	46	1.1	-0.2	1.1	-1.2	.	.	i
25	COc1ccccc1/C=C\C(=O)NCC(=O)N/N=C(\C)Cc1ccccc1	.	.	12%	0.3	1227	.	.	.	1%	i	36	0.07	-0.26	0.41	0.78	.	.	i
26	COc1ccccc1C(=O)C1CCCN(Cc2cccc3nccnc23)C1 (stereo unspecified)	-2	-15	.	1.5	914	3.2	0.4	0.9	.	i	10	-0.45	-0.27	0.085	0.15	i	1	i
27	O=C(NCc1ccccc1)C(=O)Nc1cccc(C(=O)O)c1	.	.	4%	-0.5	1346	.	.	.	2%	i	44	0.51	0.13	0.22	-0.29	.	.	i
28	CN1C2C=C3C(C#N)=C(N)C(C#N)(C#N)C(c4ccc(Br)cc4)C3C1CC2 (stereo unspecified)	-18	1	-8%	-0.3	1181	3.9	2.5	9.7	3%	i	17	-0.26	-0.12	-0.12	-0.032	i	1	i
29	CCCC(=O)Nc1ccc(Cl)c(NC(=O)c2ccc(Br)o2)c1	16	8	7%	-3.2	1205	2.6	1.3	6.2	2%	i	34	0.34	-0.25	-0.17	-0.46	i	5	i
30	COc1ccc(CCNC(=O)CN(c2ccccc2)S(C)(=O)=O)cc1OC	-23	-3	-2%	-3.6	1127	1.2	1.5	10	8%	i	43	0.5	-0.18	0.3	0.23	i	-8	i
31	CC(=O)c1cccc(NC(=O)COC(=O)COc2ccc(Cl)cc2)c1	-18	10	1%	-1.1	915	2.1	1.7	6.9	9%	i	34	0.22	-0.38	0.023	0.61	i	-2	i
32	CC1(C)Cc2c(sc3nc4n(c(=N)c23)CCC4)CO1	-1	-3	-5%	.	.	3.5	2.4	11	1%	i	52	0.36	-0.2	0.56	-0.73	i	0	i
33	COCC1=C(C(=O)OC)C(c2cccs2)n2ncnc2N1 (stereo unspecified)	.	.	6%	0.0	1301	.	.	.	0%	i	32	1.1	-0.11	0.79	-0.51	.	.	i
34	CCNC(=O)CN1C(=O)NC2(CCCCCC2)C1=O	-3	-19	1%	.	.	1.6	1.6	9.3	2%	i	47	-0.33	-0.32	-0.38	0.46	i	7	i
35	CN(Cc1ccccc1)C(=O)c1nc2ccccn2c1CN1CCCC1c1nccs1 (stereo unspecified)	3	0	-2%	-2.1	952	2.3	1.7	2.4	1%	i	31	-0.11	-0.22	-0.24	0.2	i	19	i

3 structures from above, sorted by molar mass, lowest first.
#	SMILES	WT yeast gro inh	WT yeast gro inh mutant strain	M17LAP inhibition	b-catenin transl	b-catenin transl cell count 5 µM	MT stabilizer	MT stabilizer Hoechst-high %	MT stabilizer cytotoxicity %	M1AAP inhibition	T cell modulator	T cell modulator vesicle-bound %	Dynein transport	Dynein transport cytoplasmic EGFP	Dynein transport nuclear GR-EGFP	Dynein transport cell count	Autophagy HCS	Autophagy HCS cell loss 18 h	Yfh1-off respiration
34	CCNC(=O)CN1C(=O)NC2(CCCCCC2)C1=O	-3	-19	1%	.	.	1.6	1.6	9.3	2%	i	47	-0.33	-0.32	-0.38	0.46	i	7	i
27	O=C(NCc1ccccc1)C(=O)Nc1cccc(C(=O)O)c1	.	.	4%	-0.5	1346	.	.	.	2%	i	44	0.51	0.13	0.22	-0.29	.	.	i
28	CN1C2C=C3C(C#N)=C(N)C(C#N)(C#N)C(c4ccc(Br)cc4)C3C1CC2 (stereo unspecified)	-18	1	-8%	-0.3	1181	3.9	2.5	9.7	3%	i	17	-0.26	-0.12	-0.12	-0.032	i	1	i
